# PAX8 inh HTS: lowers PAX8-driven luciferase in RMG-I cells; actives 1.2% (n = 360,000); inhibition, % at 12.6 µM; RMG-I TPO-luciferase reporter, SteadyGlo, 24 h; AID 652154;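 active = mean replicate inhibition at least 60% with every replicate also reaching 60%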;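 also: luciferase light reporting Pax8 driven TPO promoter activity; plate controls were median of neutral control wells for no effect and mitoxantrone controls for full effect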
# EWS-Fli inh: EWS/Fli transcriptional activity inhibition | A673 NR0B1-luciferase reporter, viability-normalised | inhibition, % at 12.6 µM | actives 0.67% (n = 350,000) | AID 651661;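 active = mean inhibition of at least 50% after viability correction, with every replicate also passing that limit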;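 also: firefly luciferase signal divided by Alamar Blue viability fluorescence both relative to DMSO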
# PGC1a acetyl inh: modulators of PGC1a acetylation; U2OS PGC1a acetylation, AlphaScreen anti-acetyl-lysine; with virally co-expressed GCN5 acetyltransferase; inhibition, % at 15.6 µM; actives 0.17% (n = 350,000); AID 651687;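 active = every replicate shows inhibition of at least 40%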;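 also: 0% = neutral control wells and 100% = positive control wells; some results beyond the cut were filed as inactive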
# ERAP1 inh: inhibitors of human ERAP1 aminopeptidase; Q9NZ08; recombinant ERAP1, Leu-AMC fluorescence, 60 min; inhibition, % at 10.7 µM; actives 0.15% (n = 340,000); AID 652197;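 active = mean replicate inhibition of at least 30%, or all replicates individually reaching that 30% level; inactive = mean below 30% and not every replicate reaching it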;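 also: 0% = neutral control wells and 100% = L-leucinethiol positive control wells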
# Target sequence (Q9NZ08 whole entry, looked up): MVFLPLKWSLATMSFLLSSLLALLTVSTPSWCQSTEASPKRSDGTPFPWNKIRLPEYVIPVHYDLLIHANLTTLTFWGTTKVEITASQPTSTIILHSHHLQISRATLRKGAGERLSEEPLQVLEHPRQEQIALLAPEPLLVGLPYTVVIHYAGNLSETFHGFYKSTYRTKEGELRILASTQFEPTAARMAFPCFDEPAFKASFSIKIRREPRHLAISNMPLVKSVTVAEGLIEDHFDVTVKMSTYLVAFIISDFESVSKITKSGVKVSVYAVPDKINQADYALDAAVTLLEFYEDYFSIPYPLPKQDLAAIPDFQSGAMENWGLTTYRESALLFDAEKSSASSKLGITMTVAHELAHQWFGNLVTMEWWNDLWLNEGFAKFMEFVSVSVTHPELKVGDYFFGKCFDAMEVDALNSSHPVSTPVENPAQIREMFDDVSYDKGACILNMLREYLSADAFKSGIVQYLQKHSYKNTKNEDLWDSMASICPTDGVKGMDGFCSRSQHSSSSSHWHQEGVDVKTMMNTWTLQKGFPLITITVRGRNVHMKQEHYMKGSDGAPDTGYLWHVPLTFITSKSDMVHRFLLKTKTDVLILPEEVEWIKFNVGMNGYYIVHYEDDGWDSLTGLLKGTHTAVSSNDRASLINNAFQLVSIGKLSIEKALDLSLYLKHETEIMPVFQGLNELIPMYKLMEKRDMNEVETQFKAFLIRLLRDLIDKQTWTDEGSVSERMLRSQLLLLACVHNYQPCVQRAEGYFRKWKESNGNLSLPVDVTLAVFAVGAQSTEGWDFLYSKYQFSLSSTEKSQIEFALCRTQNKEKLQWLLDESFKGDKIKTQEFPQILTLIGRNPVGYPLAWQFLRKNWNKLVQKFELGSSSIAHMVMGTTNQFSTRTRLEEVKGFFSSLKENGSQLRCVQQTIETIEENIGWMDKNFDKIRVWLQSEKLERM
# LGR2 inh: Drosophila LGR2 receptor signaling inhibition | inhibition, % at 9.99 µM | HEK293 LGR2, CRE-luciferase, bursicon-stimulated, 4 h | actives 0.35% (n = 380,000);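 active = drop in luminescence signal, shown as inhibition above about 50% in the replicate tests, limit read from the data, passing the limit was not always enough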;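 also: agonist challenge used bursicon conditioned medium at about half maximal strength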
# FN deposit inh: fibronectin deposition inhibition; actives 0.086% (n = 350,000); AID 743247; inhibition, % at 12.6 µM; AH1F fibroblasts, Alexa488-fibronectin deposition fluorescence, overnight;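 active = mean inhibition across replicates of 30% or more, regardless of how many single replicates reach that level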;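 also: positive control wells lacked labelled fibronectin entirely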
#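 Assay system: AH1F fibroblasts assembling fluorescent fibronectin matrix; Amount: 10000 AH1F cells per well; Buffer or medium: DMEM, 2% serum; Probe or stimulus: Alexa488-fibronectin, 24 nM final in well; Doses: single compound dose, delivered by pin transfer; Incubation: 1 h adhesion, overnight exposure; Measured by: fluorescence 485/525 nm; Read-out: fibronectin deposition inhibition.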
# PglD DTNB: PglD (C. jejuni) enzyme inhibition; purified PglD enzyme, DTNB colorimetric CoA detection; inhibition, % at 12.5 µM; actives 0.098% (n = 360,000); AID 602405; in the data active = inhibition above about 16%, passing the limit was not always enough; also: strong numbers were not always called active
# S100A4 MyoIIA: inhibitors of human S100A4 binding to myosin IIA peptide; S100A4/TAMRA-MyoIIA peptide fluorescence polarization; inhibition, % at 10.7 µM; AID 652163; actives 0.14% (n = 360,000); P26447;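 active = mean inhibition of at least 70% across replicates, with every replicate also reaching that level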
# Target sequence (P26447 whole entry, looked up): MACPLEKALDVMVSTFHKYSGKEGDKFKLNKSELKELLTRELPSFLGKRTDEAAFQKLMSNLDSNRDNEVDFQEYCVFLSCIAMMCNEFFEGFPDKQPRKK
#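 Assay system: human S100A4 monomer with TAMRA-labelled myosin IIA peptide / Buffer or medium: Calcium-containing HEPES buffer, pH 7.2 / Reagent: TAMRA-labelled myosin IIA heavy-chain peptide probe, 5 nM / Compound: one dose per compound / Timing: polarization read 5 min after assay mix addition, stable 5–60 min / Benchmarks: neutral control DMSO, positive control TFP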
# * hit, by the source's call; . = no result given; & = joins results of further samples.
compound,PAX8 inh HTS,EWS-Fli inh,PGC1a acetyl inh,ERAP1 inh,LGR2 inh,FN deposit inh,PglD DTNB,S100A4 MyoIIA
COc1ccc2c3c([nH]c2c1)[C@H](CO)N(CC1CC1)CC31CN(C(=O)C2CCOCC2)C1,-6,-9,.,0,-4,.,.,-32
C[C@H](CO)N1C[C@H](C)[C@H](CN(C)C(=O)Nc2cccc3ccccc23)Oc2ccc(NC(=O)Nc3cccc4ccccc34)cc2C1=O,27,-1,-6,-4,-4,.,-1,-29
NNc1ncnc2scc(-c3ccc(Cl)cc3)c12,14,19,.,-5,-1,-9,-1,-5
CCc1ccc(OCc2cccc(C(=O)N/N=C\c3cnn(C)c3C)c2)cc1,-114,.,18,2,-14,.,-2,2
Nc1cccc2c1C(=O)N(c1ccccc1)C2=O,-37,-21,-2,.,-32,-8,1,3
CS(=O)(=O)N1CCC(CO)(Cc2ccccc2C(F)(F)F)CC1,8,-9,12,19,27,2,.,-5
C[C@@H]1CCCCO[C@H](CN(C)C)[C@@H](C)CN([C@H](C)CO)C(=O)c2cc(NC(=O)CCC(F)(F)F)ccc2O1,-16,-7,0,-1,-14,.,-1,-2
CO[C@H]1CN(C)C(=O)c2cc(NC(=O)C3CCOCC3)ccc2OC[C@H](C)N(C(C)=O)C[C@H]1C,-1,0,-17,.,2,-9,.,.
CNc1cc(-n2nc(C)cc2-c2ccccc2)ncn1,11,.,0,.,.,-6,-2,.
COc1ccccc1NC(=S)N(Cc1ccc(Cl)cc1)CC1CCC(C(=O)O)CC1 (stereo unspecified),-4,5,.,-6,11,-5,3,-1

# Remaining list, next part:
compound,PAX8 inh HTS,EWS-Fli inh,PGC1a acetyl inh,ERAP1 inh,LGR2 inh,FN deposit inh,PglD DTNB,S100A4 MyoIIA
CCOC(=O)[C@@H]1[C@H]2COc3ccc(Br)cc3[C@@H]2N2C(=O)N(c3ccc(Br)cc3)C(=O)[C@]12C,-4,12,4,0&4,-6&-3,-7,6,1&-2
NC(=S)C1COc2ccccc2O1 (stereo unspecified),9,-2,10,0,-4,-2,2,-2
Cc1ccc2oc(C(=O)Nc3cc(C)on3)c(C)c2c1,-97,-21,-3,2,-104,-1,5,5
CCc1nc2c(OCc3ccc(F)cc3)cccn2c1N(C)C(=O)c1ccncc1,-7,-10,8,-3,-7,5,8,4
CCCCNC(=O)C(NC(=O)Cc1cc(OC)cc(OC)c1)C(=O)c1ccccc1 (stereo unspecified),12,-11,.,0,4,-3,.,2
NC(=O)C1CCN(C(=O)COc2ccc3c4c(c(=O)oc3c2)CCCC4)CC1,.,-4,-7,1,.,.,-5,1
CC(C)(C)NC(=O)NC(=O)COC(=O)c1cc[n+]([O-])cc1,9,-3,3,1,24,-8,.,-1
Cc1nn(-c2ccccc2)c(-c2ccccc2[N+](=O)[O-])c1C(=O)O,-8,-2,9,.,10,8,9,-4
CCCC#Cc1ccc([C@@H]2[C@H](CO)N3C(=O)CN(C(=O)Nc4ccc(F)cc4)C[C@@H]23)cc1,.,.,-1,1,22,.,.,-54
CC(CCc1ccccc1)NCC#N (stereo unspecified),-33,3,9,0,20,6,.,-2

# Some of these compounds in order of molecular weight, rising:
compound,PAX8 inh HTS,EWS-Fli inh,PGC1a acetyl inh,ERAP1 inh,LGR2 inh,FN deposit inh,PglD DTNB,S100A4 MyoIIA
CC(CCc1ccccc1)NCC#N (stereo unspecified),-33,3,9,0,20,6,.,-2
NC(=S)C1COc2ccccc2O1 (stereo unspecified),9,-2,10,0,-4,-2,2,-2
CNc1cc(-n2nc(C)cc2-c2ccccc2)ncn1,11,.,0,.,.,-6,-2,.
Cc1ccc2oc(C(=O)Nc3cc(C)on3)c(C)c2c1,-97,-21,-3,2,-104,-1,5,5
CC(C)(C)NC(=O)NC(=O)COC(=O)c1cc[n+]([O-])cc1,9,-3,3,1,24,-8,.,-1
Cc1nn(-c2ccccc2)c(-c2ccccc2[N+](=O)[O-])c1C(=O)O,-8,-2,9,.,10,8,9,-4
CCc1nc2c(OCc3ccc(F)cc3)cccn2c1N(C)C(=O)c1ccncc1,-7,-10,8,-3,-7,5,8,4
CCCC#Cc1ccc([C@@H]2[C@H](CO)N3C(=O)CN(C(=O)Nc4ccc(F)cc4)C[C@@H]23)cc1,.,.,-1,1,22,.,.,-54
COc1ccccc1NC(=S)N(Cc1ccc(Cl)cc1)CC1CCC(C(=O)O)CC1 (stereo unspecified),-4,5,.,-6,11,-5,3,-1
CO[C@H]1CN(C)C(=O)c2cc(NC(=O)C3CCOCC3)ccc2OC[C@H](C)N(C(C)=O)C[C@H]1C,-1,0,-17,.,2,-9,.,.
C[C@@H]1CCCCO[C@H](CN(C)C)[C@@H](C)CN([C@H](C)CO)C(=O)c2cc(NC(=O)CCC(F)(F)F)ccc2O1,-16,-7,0,-1,-14,.,-1,-2

# (next part)
compound,PAX8 inh HTS,EWS-Fli inh,PGC1a acetyl inh,ERAP1 inh,LGR2 inh,FN deposit inh,PglD DTNB,S100A4 MyoIIA
CC(C)NC(=O)N1CC2(C1)[C@H](c1ccccc1)[C@H](CO)N2Cc1cccnc1,.,0,0,-12,-9,.,.,9
CCCC#Cc1ccc([C@H]2[C@@H](CO)N3C(=O)CN(C(=O)Cc4cccnc4)C[C@H]23)cc1,3,-4,3,0,-19,.,.,-3
C[C@@H]1CCCCO[C@@H](CN(C)C(=O)Nc2ccccc2)[C@H](C)CN([C@H](C)CO)C(=O)c2cc(NS(=O)(=O)c3ccccc3)ccc2O1,14,19,-8,2,18,-1,-2,-12
COc1ccc(C(=O)NNC(=O)C23CC4CC(CC(C4)C2)C3)cc1OC,3,-13,.,-4,-13,0,-6,-1
O=C(CSc1nnc(NCc2ccccc2)s1)N1CCOCC1,22,.,-3,.,-18,.,-3,.
C[C@H](CO)N1C[C@H](C)[C@H](CN(C)CC2CCCCC2)Oc2ccc(NC(=O)NC3CCCCC3)cc2C1=O,4,-3,1,3,6,.,-2,16
CCc1ccc(N2CC(C(=O)N3CCCCCC3)CC2=O)cc1 (stereo unspecified),-18,-13,.,1,-4,2,-5,-17
CC(=O)NC(c1ccc(N(C)C)cc1)c1cc(Cl)c2cccnc2c1O (stereo unspecified),85*,24,8,-2,15,5,-4,-2
CC(=O)Oc1ccc(OC(C)=O)c(S(=O)(=O)c2ccc(C)c(C)c2)c1,11,6,.,0,-4,3,-5,2
COc1cccc(C#Cc2ccc([C@@H]3[C@@H](CO)N4C(=O)CN(C(=O)Cc5cccnc5)C[C@@H]34)cc2)c1,.,-1,3,-3,-18,8,.,50

# (listing goes on)
compound,PAX8 inh HTS,EWS-Fli inh,PGC1a acetyl inh,ERAP1 inh,LGR2 inh,FN deposit inh,PglD DTNB,S100A4 MyoIIA
CC1=NN(c2nc3ccccc3s2)C(O)(C(F)(F)F)C1 (stereo unspecified),8,-2,18,1,-22,0,7,3
COc1ccc(/C=N/Nc2ccc(C(=O)O)cc2)cc1Br,44,69*,3,-22,80*,2,3,5
COc1cc(OC)c(C(=O)NC23CC4CC(CC(C4)C2)C3)cc1OC,12,7,6,0,0,1,-1,-5
COc1ccc(C(=O)NCC2(c3ccc(OC)c(OC)c3)CCCC2)cc1OC,-5,-2,1,-8,-21,-8,1,2
CC1CCCC/C1=N\NS(=O)(=O)c1ccc(Br)cc1 (stereo unspecified),8,.,6,.,.,8,-4,.
Cc1nn(CC(=O)N(C)C2CCS(=O)(=O)C2)c(C)c1[N+](=O)[O-] (stereo unspecified),-5,-4,.,2,-18,7,.,3
COc1cc(/C=N/NC(=O)c2cccc(N3CCCC3=O)c2)ccc1O,-24,-31,.,-2,-20,-4,8,4
COc1ccc(/C=N/NC(=O)c2cccc(OC(F)(F)C(F)F)c2)cc1O,10,7,.,1,1,1,.,1
O=S1(=O)[C@H]2C[C@@H]3C=C[C@@]2(CN1Cc1cccc(C(F)(F)F)c1)O3,-6,-3,.,2,-24,2,3,-5
COc1ccc(Cl)cc1N1C(=O)/C(=C/c2sccc2C)N=C1SCC(=O)NC1CC1,33,12,-11,3,-2,0,-10,-3

# Next compounds.
compound,PAX8 inh HTS,EWS-Fli inh,PGC1a acetyl inh,ERAP1 inh,LGR2 inh,FN deposit inh,PglD DTNB,S100A4 MyoIIA
O=C(c1cccc(Oc2c(Cl)cccc2[N+](=O)[O-])c1)N1CCCCC1,15,8,-2,-7,14,11,.,-5
COc1cc(OC)cc(-c2c(C#Cc3ccsc3)c3cc(-c4ccc(OC)c(F)c4)ccc3n2C)c1,-24,9,5,.,-4,1,7,-9
C=CCOn1c(=O)c(-c2ccc(F)cc2)[n+]([O-])c2ccccc21,-3,5,2,0,-8,1,4,-5
COC(=O)[C@@]12C[C@@H](CC(=O)NCc3ccc(C)o3)C(=O)N(Cc3ccccc3)C1=CCC(C)(C)C2,-2,-22,.,4,8,-15,.,-1
Cc1noc(C)c1S(=O)(=O)N(C)C[C@@H]1Oc2ccc(NS(=O)(=O)c3ccc(Cl)cc3)cc2CC(=O)N([C@@H](C)CO)C[C@H]1C,-36,9,2,1,-14,.,-2,-8
O=C(O)Cc1ccc(NC(=S)NCc2ccco2)cc1,11,.,10,.,36,0,.,.
Cc1ccc(NC(=O)COc2coc(CN3CCN(Cc4ccccc4)CC3)cc2=O)cc1,31,12,5,-1,0,-4,3,1
O=C(CSc1nnc2ccc(-c3ccc(F)cc3)nn12)N1CCOCC1,-17,-7,.,4,5,1,7,3
CC(C)[C@H](NC(=O)C1(c2ccccc2)CCN(C(=O)OC(C)(C)C)CC1)C(=O)O,5,.,4,.,.,2,5,.
COc1ccccc1C(=O)OCC(=O)NC(=O)NC1CCCC1,-2,4,-2,4,11,3,-1,0

# (cont.)
compound,PAX8 inh HTS,EWS-Fli inh,PGC1a acetyl inh,ERAP1 inh,LGR2 inh,FN deposit inh,PglD DTNB,S100A4 MyoIIA
CCN(CC)c1ccc(NC(=O)CCNS(=O)(=O)c2ccc3c(c2)CCC(=O)N3)c(C)c1,8,7,10,0,1,5,2,-2
COc1cccc(Oc2cn[nH]c2-c2ccc(OCC(=O)NN)cc2O)c1,-5,0,.,0,1,8,.,1
CC(=O)CC[C@@H](C)O[C@@H]1OC(C)[C@H](O)CC1O (stereo partly specified),17,0,1,0,-6,7,-3,-34
COc1ccc(Nc2nc(N)nc(CN3CCc4ccccc4C3)n2)cc1,11,-1,.,-2,-2,1,-1,-4
C[C@H]1CN([C@@H](C)CO)C(=O)c2cc(NC(=O)CCC(F)(F)F)ccc2O[C@H]1CN(C)S(=O)(=O)c1cn(C)cn1,.,5,10,1,-8,.,0,3
COc1ccc(OC(=O)c2cc3cc(Cl)ccc3oc2=O)cc1,20,15,3,3,7,10,4,4
COc1ccc(NC(=O)N(C)C[C@H]2OCCCC[C@@H](C)Oc3ccc(NS(=O)(=O)c4ccc(C)cc4)cc3C(=O)N([C@@H](C)CO)C[C@@H]2C)cc1,14,8,-16,3,-2,-9,5,-18
Cn1cnc(S(=O)(=O)N[C@@H]2CC[C@@H](CC(=O)NCC3CC3)O[C@H]2CO)c1,-6,0,11,-2,-18,-9,1,-4
CCCNC(=O)N1[C@H](CO)[C@H](c2ccccc2)[C@@H]1CNC(=O)c1ccccc1,-4,0,4,0,11,.,-2,20
COc1ccc(NC(=O)Nc2ccc3c(c2)C(=O)N([C@H](C)CO)C[C@H](C)[C@@H](CN(C)C(=O)Nc2ccccc2)OCCCC[C@@H](C)O3)cc1,-28,-9,-4,5,5,1,4,-5

# Screening results (PubChem BioAssay)
